MLLE-PAM2 inh = inhibitors of microRNA-mediated deadenylation, human PABP1 MLLE binding. inhibition, % at 20 µM. P11940. AID 588489. GST-MLLE / FITC-PAM2 fluorescence polarization. 360,000 tested, 0.36% active; in the data active = inhibition above about 35%, passing the limit was not always enough;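 note: plate controls were DMSO wells with GST-MLLE for no effect and wells lacking GST-MLLE protein for full effect; some results filed as inactive read as strong as hits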
Target sequence (P11940 whole entry, looked up): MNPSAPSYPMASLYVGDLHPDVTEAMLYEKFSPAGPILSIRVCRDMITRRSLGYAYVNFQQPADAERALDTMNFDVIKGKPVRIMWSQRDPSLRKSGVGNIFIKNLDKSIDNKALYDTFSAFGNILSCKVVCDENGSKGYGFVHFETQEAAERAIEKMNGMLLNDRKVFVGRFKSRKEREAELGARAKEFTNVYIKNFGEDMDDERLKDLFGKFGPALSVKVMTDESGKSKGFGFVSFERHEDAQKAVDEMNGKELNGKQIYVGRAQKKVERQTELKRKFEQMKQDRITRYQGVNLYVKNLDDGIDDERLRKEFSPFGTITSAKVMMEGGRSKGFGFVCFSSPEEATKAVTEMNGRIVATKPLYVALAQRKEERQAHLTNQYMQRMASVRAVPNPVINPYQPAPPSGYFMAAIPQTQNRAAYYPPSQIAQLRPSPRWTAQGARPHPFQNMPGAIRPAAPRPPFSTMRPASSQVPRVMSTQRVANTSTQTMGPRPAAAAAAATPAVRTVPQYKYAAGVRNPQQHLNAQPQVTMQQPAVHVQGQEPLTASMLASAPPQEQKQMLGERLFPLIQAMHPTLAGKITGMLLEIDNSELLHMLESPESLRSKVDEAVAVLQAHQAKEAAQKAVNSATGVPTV
MsrA inhibitor = inhibits bovine methionine sulfoxide reductase A; purified bovine MsrA, absorbance read-out; 360,000 tested, 0.75% active; inhibition, % at 15.5 µM; in the data active = inhibition above about 4.5%;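 note: 0% = vehicle wells with enzyme and 100% = reference inhibitor wells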
Rpn11 inh = blocks the human proteasome subunit Rpn11; O00487; human 26S proteasome, Ub4-pepOG fluorescence polarization; 20S core pre-blocked with epoxomicin; calls only at 20 µM; 360,000 tested, 0.59% active; AID 588493;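 active = inhibition at 20 µM, scaled to each plate's controls, above about 33%, limit read from the data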
CSN inh = blocks human CSN-mediated cullin deneddylation | AID 651999 | Purified CSN, SCF-Nedd8-OG deneddylation, fluorescence polarization | 360,000 tested, 0.38% active | inhibition, % at 12.5 µM;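 active = pattern-corrected inhibition above about 35%, with an unprinted fluorescence ratio check between 0.5 and 1.5, limit read from the data, passing the limit was not always enough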;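 note: 0% = enzyme with substrate and 100% = substrate without enzyme; some results filed as inactive read as strong as hits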
Target sequence (Q92905 whole entry, looked up, one chain of several): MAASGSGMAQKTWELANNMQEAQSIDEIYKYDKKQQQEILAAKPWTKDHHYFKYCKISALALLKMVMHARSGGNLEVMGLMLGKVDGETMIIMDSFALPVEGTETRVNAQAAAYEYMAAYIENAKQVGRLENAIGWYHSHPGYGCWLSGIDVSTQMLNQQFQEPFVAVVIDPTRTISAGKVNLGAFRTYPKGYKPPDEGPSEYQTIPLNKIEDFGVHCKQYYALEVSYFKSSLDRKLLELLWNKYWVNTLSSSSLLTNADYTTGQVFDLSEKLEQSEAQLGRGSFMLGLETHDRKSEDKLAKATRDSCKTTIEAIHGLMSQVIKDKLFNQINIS
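Assay system: Purified human Csn5 enzyme expressed in HEK293T cells | Amount: Enzyme 0.24 nM | Measured by: Fluorescence polarization readout | Medium: Tris/NaCl/DTT buffer, pH 7.5 | Compound dosing: One concentration, 12.5 µM, 0.25% DMSO | Times: 90 min incubation of compound, enzyme and substrate at room temperature | Control set: no-enzyme wells high, enzyme-with-substrate wells low | Read-out: % inhibition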
E coli Lon inh = E. coli protease La inhibition; P0A9M0; purified E. coli Lon protease, fluorescence polarization; inhibition, % at 7.94 µM; 360,000 tested, 0.42% active; in the data active = inhibition above about 13%, passing the limit was not always enough;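 note: 0% = enzyme with probe and DMSO and 100% = no enzyme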
FAS TE block = blocks the thioesterase domain of human fatty acid synthase; inhibition, % at 15 µM; 360,000 tested, 0.67% active; P49327; recombinant FAS-TE, OMFH fluorogenic substrate, fluorescence endpoint;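 active = compounds whose normalised, plate-corrected inhibition of enzyme fluorescence in the single-dose primary screen is 50% or more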;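 note: 0% = DMSO with enzyme and 100% = substrate without enzyme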
MT1-MMP act inh = MT1-MMP (human) activation inhibition. HT1080 RFP-PRO-GFP cells, GFP/RFP ratio fluorescence, overnight; percent of plate control window, DMSO zero. GFP/RFP ratio change, % at 20 µM. P50281. 360,000 tested, 0.061% active;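 active = GFP/RFP ratio change of at least 30% with cell ATP level not reduced by more than half and red fluorescence within 50% of control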; note: strong numbers were not always called active
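system = RFP-PRO-GFP reporter HT1080 cells | dosing = 20 µM single dose, 1% DMSO | timing = overnight cell settling, then overnight compound exposure, 37 °C, 5% CO2 | read-out basis = GFP/RFP fluorescence ratio | controls = DMSO and RFP-L50D-GFP cell wells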
bovine MsrA act = activates bovine MsrA enzyme | purified bovine MsrA, absorbance read-out | AID 602163 | activation, % at 10.6 µM | 360,000 tested, 0.3% active; in the data active = activation above about 7.5%;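 note: 0% = vehicle and 100% = reference activator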
Rin1-Abl PPI inh = human Rin1-Abl interaction inhibition; P00519+Q13671; TR-FRET Rin1/Abl binding, biochemical; inhibition, % at 7.35 µM; 360,000 tested, 0.4% active; AID 588664; in the data active = inhibition above about 5%, passing the limit was not always enough
* = called active by the depositor; i = inactive; · = no result given; & = joins results of further samples.

SMILES	MLLE-PAM2 inh	MsrA inhibitor	Rpn11 inh	CSN inh	E coli Lon inh	FAS TE block	MT1-MMP act inh	bovine MsrA act	Rin1-Abl PPI inh
CCn1cc(C(=O)NN)c(=O)c2cc(F)c(N3CCCCC3)cc21	-8	1.4	i	-4	2	-6	-1	-3	4
COC(=O)c1ccc(-n2cncn2)c([N+](=O)[O-])c1	17	1.2	i	-12	12	0	-6	-4	-2
COc1ccc(C(=O)OCC(=O)NC(=O)NC2CCCC2)c(OC)c1	-9	-0.1	i	-4	1	-2	7	-3	-1
CC(Oc1ccccc1)C(=O)Nc1ccc(C(N)=O)cc1 (centres undefined)	4	-1.1	i	3	9	-7	-2	-3	0
CCN(CC(=O)Nc1c(F)cccc1F)C(=O)CC1CCCC1	16	-0.9	i	2	5	-7	6	1	0
CCC(C)c1ccc(O)c(N)c1 (centres undefined)	24	-0.9	i	4	2	-7	10	-10	-3
COc1ccc(Nc2nc(-c3cccnc3)nc3ccccc23)cn1	105	0.5	i	-21	51*	-5	-45	-3	-2
COc1ccc(N2CC(C(=O)OCC(=O)Nc3cccc(C)c3C)CC2=O)cc1 (centres undefined)	8	-0.9	i	6	-1	-1	0	-2	0
CCN(C(=O)CSc1nc(N)cc(=O)[nH]1)C1CCS(=O)(=O)C1 (centres undefined)	8	0.5	i	-3	-7	-10	-1	-2	2
CC1=C(C)C(OCCBr)N(c2cc(O)c(Cl)cc2F)C1=O (centres undefined)	-7	0.2	i	-1	-1	-4	-2	-3	-1
CC(C)(C)OC(=O)NCCCCCc1nnc(SCc2ccccc2F)o1	-15	-0.5	i	6	5	12	3	0	1
O=C(COc1ccc2ccccc2c1Br)NNC(=O)Nc1ccccc1	-1	0.2	i	-3	7	0	6	2	-53
COc1ccc(CC(=O)Nc2ccc(S(=O)(=O)Nc3cc(C)on3)cc2)cc1OC	-2	1.0	i	-2	3	-6	2	-12	-1
COc1ccc(CNC(=O)/C=C/[C@H]2O[C@@H](n3cc(C)c(=O)[nH]c3=O)C[C@@H]2O)cc1	-3	1.2	i	2	-5	-4	1	-7	2
CCN(CC)Cc1c(O)ccc2c(C)c(CC(=O)OC)c(=O)oc12	0	1.7	i	-3	6	-7	4	-4	-4
COC(=O)N/N=C/c1ccc(OCCSc2ccc(Cl)cc2)c(OC)c1	8	-0.1	i	5	7	12	-2	-1	-1
CC12CCC(C(=O)N(c3ccccn3)c3ccccn3)(OC1=O)C2(C)C (centres undefined)	1	-0.5	i	-9	-9	-7	0	-4	0
O=C(Nc1cccc2ccccc12)c1ccccc1	7	2.0	i	2	6	-1	-3	-2	1
Nc1ccc(NC(=O)NC2CCCCC2)cc1[N+](=O)[O-]	-8	0.5	i	6	4	10	12	-3	-16
O=C(O)c1ccc2c(c1)[C@@H]1C=CC[C@@H]1[C@H](c1ccccn1)N2	42*	3.3	i	27	17	-9	-4	-4	21*
Cc1ccc2cc(CCNC(=O)CC(C)(C)C)c(=O)[nH]c2c1C	-6	-2.0	i	0	-5	-3	2	-2	-1
O=C(CSc1nnc(-c2cccs2)n1Cc1ccccc1)NCc1ccc2c(c1)OCO2	-41	0.4	i	-5	2	-7	0	1	4
COc1ccc(N2C(=O)NC3CC2(C)Oc2ccc(Cl)cc23)cc1OC (centres undefined)	-2	0.2	i	2	0	45	3	-2	3
Cc1nc(SCCOc2ccc(F)cc2)c2ccccc2n1	-147	0.4	i	-1	-10	14	0	-12	0
CCOC(=O)c1ccc(-n2c(CCC(=O)O)ccc2-c2ccc(F)cc2)cc1	-29	0.3	i	42*	-11	3	-1	0	3
Nc1nnc(SCC(=O)NNC(=O)c2ccc(F)cc2)s1	-1	0.5	i	0	6	-6	3	-9	-1
CCCc1nc2ccc(Br)cn2c1Cc1ccccc1OC	2	1.3	i	3	-13	-1	-8	-5	1
O=S(=O)(c1ccc(F)c(F)c1)N1CCC2(CC1)OCCO2	-1	-0.5	i	0	-3	-5	-2	-12	2
O=C(c1cnn2c(C(F)F)cc(-c3ccccc3)nc12)N1CCN(Cc2ccc3c(c2)OCO3)CC1	5	-0.9	i	4	1	21	0	-4	-2
CSc1nc(C)c(Cc2c(F)cccc2Cl)c(=O)[nH]1	6	0.9	i	1	-1	-5	2	-2	-1
O=C(CCc1c[nH]c2ccccc12)OCc1cccc([N+](=O)[O-])c1	-2	0.3	i	2	1	26	4	-2	1
CN(Cc1cccc(-n2cccn2)c1)C(=O)CCc1nnc(C2CCCCC2)o1	-5	0.1	i	18	2	-1	6	-1	1
Cc1cc(C(=O)CSc2nnc(-c3ccc(OC(F)F)cc3)o2)c(C)n1Cc1cccs1	-118	-0.9	i	7	-8	-5	-1	-2	1
Cc1ccccc1OCC(=O)NCC(=O)N/N=C/c1ccc(Br)o1	7	0.8	i	-4	-8	-11	0	-3	0
CCOc1ccccc1N(CC(=O)NC(C)(C)C)C(=O)Cn1nnc(-c2ccc(C)o2)n1	-5	0.4	i	3	-7	-2	4	0	-1
Cc1ccc(C(=O)n2nc(-c3ccccc3)nc2NCc2ccco2)cc1	0	0.6	i	-4	-7	28	-7	-9	-1
CCOC(=O)c1c(NC(=O)COC(=O)c2cccc([N+](=O)[O-])c2)sc(C(=O)N(C)C)c1C	-12	0.4	i	-3	-17	-2	-7	-1	0
CCOC(=O)c1c(N)sc2c1CCCC2	27	0.7	i	5	-10	-3	-2	2	3
Cc1cccc(C(=O)NCCCNC(=O)c2ccco2)c1	-10	0.9	i	5	-12	-2	-1	-3	-1
CC(=O)/C(C#N)=C1\NC(=O)C(Cc2cc(Cl)ccc2Cl)S1 (centres undefined)	-25	3.4	i	-4	1	7	-15	-3	0
COc1ccc(S(=O)(=O)Cc2ccc(C(=O)NCCc3cc(OC)ccc3OC)o2)cc1	-6	-1.4	i	-2	-1	0	0	-2	-1
O=C(COc1ccccc1[N+](=O)[O-])N(Cc1ccccc1)c1ccccn1	-8	7.3*	i	-3	5	0	1	-3	0
CC(C)CN(CC(C)C)S(=O)(=O)c1cc([N+](=O)[O-])ccc1N1CCCCCC1	2	-0.1	i	2	-3	24	-14	-4	-1
CSc1nc(C(=O)N2CCCC(Nc3ccc(C)c(C)c3)C2)cs1 (centres undefined)	3	-0.7	i	0	2	-2	1	0	-3
S=C(Nc1ccc2c(c1)OCCO2)Nc1ccc2c(c1)OCO2	14	-0.8	i	2	-3	-5	-3	0	0
Cc1cccc(NC(=O)CSc2nnc(C)c(C)n2)c1	-8	-0.8	i	2	4	2	3	-2	2
Cc1cn([C@H]2C=C[C@@H](CO)O2)c(=O)[nH]c1=O	7&7	-0.5&0.1	i	1&3	-9&-3	-3&0	-2&2	-5&-5	-3&1
CC(=O)OCc1c(F)c(F)c(-n2nc(C)cc2C)c(F)c1F	5	1.0	i	1	5	-1	4	-2	-1
COc1ccc2nc3oc(C(=O)NCc4cccs4)cc3cc2c1	0	-0.1	i	2	-5	-16	0	-6	-4
O=C(CS(=O)(=O)c1cn(Cc2ccccc2Cl)c2ccccc12)N1CCOCC1	-4	-0.9	i	2	-1	-9	2	-2	2
O=C(O)CN1C(=O)/C(=C/c2ccc(SCc3ccccc3)o2)SC1=S	-123	-0.5	·	87*	-191	-38	-52	-7	-1
COc1ccc(S(=O)(=O)N2CCN(CC(=O)Nc3ccc(C)c(F)c3)CC2)cc1	-7	-0.3	i	2	-2	7	3	-3	2
O=C(COc1ccc(Cl)cc1)N(Cc1ccccc1)c1nc(-c2ccccc2)cs1	-4	0.1	i	-6	2	2	-4	1	1
Cc1cccc(NC(=O)CSc2ncnc3c2oc2ccccc23)c1	-2	-1.7	i	3	-3	6	3	-6	-52
CC(C)c1ccccc1NC1=CC(=O)CC(C)(C)C1	-12	-0.6	i	-7	-4	-11	5	0	3
COCCCn1c(SCC(=O)NCc2ccco2)nc2sc3c(c2c1=O)CCC3	-7	1.2	i	-2	4	4	2	-3	-3
COc1nc(N(C)C)nc(N(C#N)S(=O)(=O)c2ccc(C)cc2)n1	-6	-0.8	i	1	-22	-7	0	-7	0
COc1ccc(N2CCN(S(=O)(=O)CCNC(=O)COc3ccccc3OC)CC2)cc1	3	1.4	i	-4	-10	-5	1	-6	1
CC1CCN(C(=S)Nc2cccc(S(=O)(=O)N(C)C)c2)CC1	-76	0.5	i	6	-3	-4	3	0	-2
COc1ccc(S(=O)(=O)N(CC(=O)NCCC(C)C)c2ccccc2)cc1OC	2	2.0	i	3	1	4	-1	-2	-2

Later entries:
SMILES	MLLE-PAM2 inh	MsrA inhibitor	Rpn11 inh	CSN inh	E coli Lon inh	FAS TE block	MT1-MMP act inh	bovine MsrA act	Rin1-Abl PPI inh
CC(CN1C(C)CCCC1C)OC(=O)c1cccc(Br)c1 (centres undefined)	2	-0.4	i	-4	-1	-1	4	-1	0
O=C(Nc1ccc(N2CCCC2)c(Cl)c1)c1cccs1	-19	1.0	i	9	2	15	2	-3	-2
CCOC(=O)c1c(NC(=O)CSc2nnnn2-c2ccccc2OCC)sc2c1CC(C)(C)NC2(C)C	-8	-1.1	i	-5	-8	11	-7	1	1
CC1=C(C(=O)OC2CCCCCC2)C(c2ccc(C)o2)C2=C(CCCC2=O)N1 (centres undefined)	-9	0.4	i	-6	2	10	-1	-10	0
COc1ccccc1CNc1ccc([N+](=O)[O-])cc1C	-12	0.8	i	1	-3	22	-1	-2	1
CSCCC(NC(=O)c1ccccc1)C(=O)NCCCn1nc(C)cc1C (centres undefined)	0	-0.3	i	-3	-2	-8	-2	-2	3
O=[N+]([O-])c1cc(/C=N/O)ccc1Sc1ccccc1	16	1.8	i	0	-5	-18	-5	-3	4
COCCNC(=O)c1onc(CSc2ccccn2)c1C(=O)NCCOC	-8	0.9	i	3	4	-9	2	-2	1
COCCn1c(SCC(=O)Nc2ccc3c(c2)OCCO3)nnc1-c1ccncc1	-3	0.4	i	1	-3	-8	-1	-1	0
CC(=O)Cc1nsc(NC(=O)c2ccc(COc3ccccc3Cl)o2)n1	4	0.0	i	3	-4	-6	6	-1	4
COc1ccc(-n2nc(C(=O)N3CCC(N4CCCCC4)CC3)c3c4ccccc4n(C)c3c2=O)cc1	9	3.0	i	6	-9	-1	-4	1	-4
CCOc1ccc(C(=O)C(C)OC(=O)Cn2cnc3c2c(=O)n(C)c(=O)n3C)cc1 (centres undefined)	-6	-0.6	i	2	3	-2	1	-1	2
CC1=C(C(=O)OC(C)C)C(c2ccc(Br)s2)NC(=O)N1C (centres undefined)	-5	0.3	i	-4	-5	0	-2	-9	2
N#C/C(=C/c1ccc(N2CCOCC2)o1)c1ccc(Cl)cc1	-115	0.3	·	8	-207	-10	-246	-7	0
COc1cc2c(cc1OC)CN(c1nc(-c3cccnc3)nc3ccccc13)CC2	-17	1.6	i	37*	3	3	-2	-4	-6

Single records (already shown). Screens in order: MLLE-PAM2 inh, MsrA inhibitor, Rpn11 inh, CSN inh, E coli Lon inh, FAS TE block, MT1-MMP act inh, bovine MsrA act, Rin1-Abl PPI inh
Profile of CC1=C(C(=O)OC2CCCCCC2)C(c2ccc(C)o2)C2=C(CCCC2=O)N1 (centres undefined) → -9, 0.4, i, -6, 2, 10, -1, -10, 0
Profile of Cc1cccc(NC(=O)CSc2ncnc3c2oc2ccccc23)c1 → -2, -1.7, i, 3, -3, 6, 3, -6, -52
Profile of CC(=O)OCc1c(F)c(F)c(-n2nc(C)cc2C)c(F)c1F → 5, 1.0, i, 1, 5, -1, 4, -2, -1
